Screening results as filed in PubChem BioAssay.
Integrin act MD: qHTS for Activators of Integrin-Mediated Alleviation for Muscular Dystrophy. alpha7betagal myoblasts, beta-gal FDG fluorescence, 48 h. hit rate 0.064% among 350,000. Potency, µM (series often up to 38.3 µM), inactives show at the highest dose activation, usual class: activators; active = well fitted activation curve with a large enough effect;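 note: 100% = response of the positive control SU9516; nearly all actives have a fitted effect of over 60% in size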
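Alpha7betagal+/- myoblasts (passage 13) were plated 16-24 hr, then exposed to compounds (1:260 dilution of DMSO stock) for 48 hours at 37C. After MPER lysis, β-galactosidase reporter activity was read as FDG fluorescence (ex 480/em 540) after 30 minutes.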
* = called active by the depositor; [ ] = dose if it differs, or a comment. Potency is the fitted concentration of half-maximal effect. This is a subset. The share of hits here may be higher or lower than overall.

molecule | Integrin act MD
Cc1ccc(S(=O)(=O)N2C[C@H]3C(=O)C[C@@H](c4ccccc4)N(S(=O)(=O)c4ccc(C)cc4)[C@H]3C[C@H]2c2ccccc2)cc1 | -19%
COc1ccc(CN2C(=O)C(CC(=O)NCC3CCCCC3)CC(C(=O)N3CCOCC3)=C2C)cc1 (stereo not drawn) | -7%
O=c1c(-c2ccccc2)cocc1-c1ccccc1 | 13%
O=C(NC(Cc1c[nH]c2ccccc12)C(=O)O)c1cccc(S(=O)(=O)N2CCCCC2)c1 (stereo not drawn) | 4%
O=C1CCC(C(=O)OCC(=O)Nc2ccc(SC(F)F)cc2)=NN1 | -4%
C[C@H](CO)N1C[C@H](C)[C@H](CN(C)S(=O)(=O)c2ccccc2F)OCc2cnnn2CCCC1=O | -5%
CCOC(=O)C1CCN(C(=O)c2ccc3c(=O)n4nc(Nc5ccccc5CC)sc4nc3c2)CC1 | -28%
Cc1ccc(-c2ccc(CN3C(CC(C)C)C(=O)N(Cc4cn(CCC5OCCCO5)nn4)CCS3(=O)=O)cc2)cc1 (stereo not drawn) | -5%
Cc1cc(C)c2c(=O)n3c(nc2c1)C(CC(C)C)NC(=O)c1cccnc1-3 (stereo not drawn) | 4%
O=C1[C@H]2[C@@H](c3ccc(C(F)(F)F)cc3)N[C@]3(CCCN(Cc4ccco4)C3=O)[C@H]2C(=O)N1Cc1ccccc1 | 6%
CC(NS(=O)(=O)c1ccc(Br)cc1F)[C@H](O)c1ccccc1 (stereo partly drawn) | -4%
N#Cc1nccc2ccc(OCc3ccc(Br)cc3)cc12 | 7%
COc1ncnc2c1ncn2CCCN1CCN(c2ccccn2)CC1 | 0%
O=C(CCNS(=O)(=O)c1ccccc1)OCc1ccc([N+](=O)[O-])cc1 | 0%
CCN(CC)C(=O)C1=C(C)N(CCC2=CCCCC2)C(=O)C(CC(=O)NCCCCc2ccccc2)C1 (stereo not drawn) | -6%
C[C@@H]1CCCCO[C@H](CN(C)C(=O)NC2CCCCC2)[C@@H](C)CN([C@H](C)CO)C(=O)c2cc(NC(=O)c3ccccc3)ccc2O1 | -25%
O=c1c2ccccc2c2ccccc2c(=O)n1Cc1ccc2c(c1)OCO2 | 3%
CCOC(=O)c1ccc(NC(=O)Nc2nncs2)cc1 | -33%
CCC1NC(=O)c2cc3ccccc3cc2-n2c1nc1ccc(OC)cc1c2=O (stereo not drawn) | 9%
N#Cc1ccc(C(=O)N2CCC3CC2c2cc(N4CCCCC4)ccc23)cc1 (stereo not drawn) | -19%
CC(C)(C)N(Cc1ccccc1)C(=O)COC(=O)Cn1[nH]c(=O)c2ccccc2c1=O | 6%
COc1ccccc1N1CCN(C(=O)CCCn2c(=S)[nH]c3ccccc3c2=O)CC1 | -10%
O=C(O)c1ccc(NC2=C/C(=N/S(=O)(=O)c3cccs3)c3ccccc3C2=O)cc1 | -29%
C=CCC1(CC=C)CC(Cc2cnccn2)N(C(=O)OC(C)(C)C)C1 (stereo not drawn) | 19%
CC1(C)CC(=O)C=C(c2ccc(-c3ccc(S(C)(=O)=O)cc3)cc2)C1=O | -1%
CC(=O)OC1CCC2(C)C(CCC3C4CC=C(C(C)=O)C4(C)OC(=O)CC32)C1 (stereo not drawn) | -20%
CC1=C(C(=O)N(C)C)CC(CC(=O)NC(c2ccccc2)c2ccccc2)C(=O)N1CCC1=CCCCC1 (stereo not drawn) | -8%
CC(C)C1C(=O)N(Cc2cn(CC3CCCCC3)nn2)CCS(=O)(=O)N1Cc1ccc(-c2cccc(CO)c2)cc1 (stereo not drawn) | -55%[inhibitor]
CCOc1ccc(Cc2c(O)nc(SC)[nH]c2=O)cc1 | -3%
C=CCOc1ccc(C[C@H](N)C(=O)NC[C@H]2O[C@@H](n3cc(C)c(=O)[nH]c3=O)C[C@@H]2O)cc1 | 5%
Cc1ccccc1CN(C)C[C@@H]1OCc2cnnn2CCCC(=O)N([C@H](C)CO)C[C@H]1C | -6%
COCCN(C(=O)c1ccco1)c1nc(-c2ccc(OC)cc2)cs1 | 11%
Cn1c(=O)c2c(ncn2CC(=O)OCC(=O)c2ccc(Br)cc2)n(C)c1=O | -20%
O=C(c1ccco1)N1CCN(C(=O)c2ccc(CS(=O)c3ccc(Br)cc3)o2)CC1 (stereo not drawn) | 17%
CN(C(=O)c1ccccc1)C(=O)c1ccccc1 | 23%
COc1ccc(/C=C(\NC(=O)c2ccc(Cl)cc2)C(=O)NCc2cccnc2)cc1OC | 0%
CSc1nc2ccc(NC(=O)CS(=O)(=O)c3ccccc3)cc2s1 | 22%
CCOc1ccc(C(=O)CCC(=O)NCC(=O)Nc2ccc(F)c(F)c2F)cc1 | -4%
Cc1ccn2c(CC(C)(C)C)c(-c3ccc(F)cc3)nc2c1 | -5%
O=C(COC(=O)/C=C/c1cccc(C(F)(F)F)c1)Nc1cccc(S(=O)(=O)NC2=NCCC2)c1 | 0%
N#Cc1ccc(S(=O)(=O)N2CCN(CN3C(=O)CC4(CCCC4)C3=O)CC2)cc1 | 9%
COC(=O)CCC(C)C1CCC2C3C(OC(C)=O)CC4CC(O)CCC4(C)C3CC(O)C12C (stereo not drawn) | 1%
CCN(CC)S(=O)(=O)c1ccc(C(=O)NC(=S)N2CCN(c3ccccc3O)CC2)cc1 | -14%
O=C1CCN(C(=O)Cc2ccccc2)c2ccccc21 | 15%
COC(=O)c1cccc(NC(=O)c2ccc(S(=O)(=O)N(C)c3ccccc3OC)cc2)c1 | 6%
CN(C(=O)c1cc2c(cc1Br)OCO2)c1cccc2ccccc12 | 4%
C[C@H]1CN([C@@H](C)CO)C(=O)CCCn2nncc2CO[C@@H]1CN(C)C(=O)NC1CCCCC1 | -3%
O=C1c2cc3c(cc2CCC1c1ccc2c(c1)OCO2)OCO3 (stereo not drawn) | -16%
CC(=O)c1cc2c(cc1NC(=O)CSc1nnc(C3CC3)n1C)OCO2 | 4%
COc1ccccc1N1CCN(CC(=O)NC(=O)NCc2ccccc2)CC1 | -4%

Next section:
Structure,Integrin act MD
COc1cccc(NC(=O)N(C)C[C@H]2OCc3cn(nn3)CCCC(=O)N([C@@H](C)CO)C[C@@H]2C)c1,15%
COCCCN1C(=O)C(CC(=O)NCCc2ccccn2)CC(C(=O)N2CCOCC2)=C1C (stereo not drawn),0%
COc1cccc(-c2cc3nc(-c4ccccc4)cc(N4CCN(C(=O)c5ccoc5)CC4)n3n2)c1,20%
C[C@@H]1CN([C@H](C)CO)C(=O)CCCn2cc(nn2)CO[C@H]1CN(C)C(=O)Nc1ccc2c(c1)OCCO2,-23%
COc1ccc(CCNC(=O)C(=O)c2cn(CC(=O)N3CCCC3)c3ccccc23)cc1OC,-5%
CSc1ncnc2c1ncn2CCCNCC1CCCO1 (stereo not drawn),7%
CC1CC(NC(=S)N(C)C)CC(C)(C)C1 (stereo not drawn),-4%
CCN1C(=O)[C@H]2[C@@H](c3ccccc3)N[C@]3(CCCN(Cc4ccc(C)cc4)C3=O)[C@H]2C1=O,-13%
CCOC(=O)c1cc(OC(C)=O)c2ccc(OC)c(OC)c2c1,-9%
COc1ccc(C(=O)C=Cc2ccc(OCc3ccccc3)c(OC)c2)cc1OC,-26%
O=C1NC(Cc2ccccc2)c2nc3ccc(Cl)cc3c(=O)n2-c2ncccc21 (stereo not drawn),17%
C=CCNC(=S)N1CCC2CC1c1c(Cl)cccc12 (stereo not drawn),-11%

Part of the list above, field by field.
> COCCCN1C(=O)C(CC(=O)NCCc2ccccn2)CC(C(=O)N2CCOCC2)=C1C (stereo not drawn)
  Integrin act MD: 0%
> COc1cccc(-c2cc3nc(-c4ccccc4)cc(N4CCN(C(=O)c5ccoc5)CC4)n3n2)c1
  Integrin act MD: 20%
> C[C@@H]1CN([C@H](C)CO)C(=O)CCCn2cc(nn2)CO[C@H]1CN(C)C(=O)Nc1ccc2c(c1)OCCO2
  Integrin act MD: -23%
> COc1ccc(CCNC(=O)C(=O)c2cn(CC(=O)N3CCCC3)c3ccccc23)cc1OC
  Integrin act MD: -5%

Back to the main list with the 5 entries that preceded the break.
Structure,Integrin act MD
CCN1C(=O)[C@H]2[C@@H](c3ccccc3)N[C@]3(CCCN(Cc4ccc(C)cc4)C3=O)[C@H]2C1=O,-13%
CCOC(=O)c1cc(OC(C)=O)c2ccc(OC)c(OC)c2c1,-9%
COc1ccc(C(=O)C=Cc2ccc(OCc3ccccc3)c(OC)c2)cc1OC,-26%
O=C1NC(Cc2ccccc2)c2nc3ccc(Cl)cc3c(=O)n2-c2ncccc21 (stereo not drawn),17%
C=CCNC(=S)N1CCC2CC1c1c(Cl)cccc12 (stereo not drawn),-11%
CC(C)(C)CCN1CCC(CN2CCNC2=S)CC1,12%
C[C@@H]1CN([C@@H](C)CO)C(=O)CCCn2nncc2CO[C@@H]1CN(C)S(=O)(=O)c1ccccc1F,-6%
COC(=O)c1ccc2cc(OC)c(OC)cc2c1,-2%
O=C(NCCOc1ccccc1)c1ccccc1F,2%
CCOC(=O)c1cc(C)nnc1C(=O)OCC,-7%
CCOC(=O)N1CCN(CC(=O)Nc2nccs2)CC1,-3%
COc1cc(OC)cc(C(=O)N2CCN(S(=O)(=O)c3ccc4c(c3)OCCO4)CC2)c1,-6%
O=C(CSc1nnc2n1CCCCC2)NCc1ccccc1,4%
CCOC=C1SC(=S)N(c2ccccc2OC)C1=O,-6%
Nc1ccn([C@@H]2O[C@H](CNCc3cc(Cl)ccc3OCc3ccc(Cl)cc3)[C@@H](O)[C@H]2O)c(=O)n1,16%
CC1NC(=O)c2cc3ccccc3cc2-n2c1nc1ccccc1c2=O (stereo not drawn),-5%
O=C1C(=Cc2ccccc2O)SC(=S)N1CCCN1CCOCC1,-2%
CC(C)CN(C(=O)COc1ccccc1C(=O)NCc1ccccc1)C1CCS(=O)(=O)C1 (stereo not drawn),-18%
Cc1ccc(OCC(=O)Nc2ccc3c(c2)nc(CCN2CCCC2)n3C)cc1,-2%
CCCn1nc(C(=O)Nc2cccc(S(=O)(=O)N3CCOCC3)c2)c2ccccc2c1=O,-9%
Cc1ccc([C@@H]2C[C@H]3[C@@H](CN2S(=O)(=O)c2ccc(Cl)cc2)C(=O)C[C@@H](c2cccc4ccccc24)N3S(=O)(=O)c2ccc(C)cc2)cc1,-1%
O=C(COC(=O)c1ccco1)Nc1cccc(S(=O)(=O)N2CCOCC2)c1,5%
Cc1ccc(NC(=O)c2ccco2)cc1,-15%
COc1ccc([C@H]2C[C@@H](n3cc(C4CC4)nn3)[C@H](O)CN2CC2CCCCC2)cc1,-10%
Cc1ccc(C)c(NC(=O)COC(=O)c2c(-c3ccccc3)noc2C)c1,3%
CSc1ncnc2c1ncn2CCCNCC1CCCCC1,-8%
C[C@@H]1CCCCO[C@H](CN(C)C(=O)c2ccccc2)[C@@H](C)CN([C@H](C)CO)C(=O)c2cc(NC(=O)NC3CCCCC3)ccc2O1,-20%
COc1ccc(C(=O)OCc2cc(=O)oc3cc(C)ccc23)cc1S(=O)(=O)N1CCOCC1,6%
COc1cc(/C=C/C(=O)OCC(=O)Nc2ccc3[nH]c(=O)[nH]c3c2)ccc1OC(F)F,-6%
C[C@H]1CCCCO[C@H](CN(C)C(=O)C2CCCCC2)[C@@H](C)CN([C@@H](C)CO)C(=O)c2cc(NC(=O)NC3CCCCC3)ccc2O1,-33%
COc1ccc2oc(C(=O)OCC(=O)NC3CCS(=O)(=O)C3)c(C)c2c1 (stereo not drawn),-11%
CCCCN1C(=O)C(CC(=O)NC2CCCCC2)CC(C(=O)N(C)C)=C1C (stereo not drawn),2%
O=C(CCCn1c(=S)[nH]c2cc3c(cc2c1=O)OCO3)NCCc1ccc(Cl)cc1,21%
O=C(c1cc(C2CC2)nn1-c1ccccc1)N1CCN(S(=O)(=O)c2ccccc2F)CC1,2%
O=C(NCc1nnnn1-c1ccc(F)cc1)c1ccc2ccccc2c1,5%
COCCNc1oc(/C=C/c2cccs2)nc1S(=O)(=O)c1ccccc1,4%
Cc1c(C(=O)/C=C/c2ccccc2F)c2cc(O)ccc2n1C,-21%
CC1CCCC(NC(=O)COC(=O)C2=COCCO2)C1C (stereo not drawn),-4%
CCCc1ccc(S(=O)(=O)N2CCN(C(=O)c3cc(C)on3)CC2)cc1,-5%
COc1cccc(-c2ccc(NC(=O)C3CCCN(Cc4ccccn4)C3)cc2)c1 (stereo not drawn),-9%
C[C@@H]1CN([C@H](C)CO)C(=O)CCCn2nncc2CO[C@@H]1CN(C)C(=O)Cc1ccccc1,-13%

Sorted by the number under Integrin act MD (highest first): 3 from the list above.
Structure,Integrin act MD
O=C(CCCn1c(=S)[nH]c2cc3c(cc2c1=O)OCO3)NCCc1ccc(Cl)cc1,21%
COCCNc1oc(/C=C/c2cccs2)nc1S(=O)(=O)c1ccccc1,4%
COc1ccc2oc(C(=O)OCC(=O)NC3CCS(=O)(=O)C3)c(C)c2c1 (stereo not drawn),-11%

The listing continues.
Structure,Integrin act MD
Cc1c(N=O)c(-c2ccccc2)n(O)[n+]1[O-],-11%
CC(=O)Oc1ccc(-c2csc(Nc3ccccn3)n2)cc1,-25%
NC1=NC2OC(CO)C(O)C2O1 (stereo not drawn),-3%
COC(=O)C1(C)NC(c2cccc(C)c2)C2C(=O)N(c3ccccc3)C(=O)C21 (stereo not drawn),0%
